Screening results (PubChem BioAssay)
GLS inh – qHTS for Inhibitors of Glutaminase (GLS) | GLS enzymatic activity, qHTS titration | Potency, µM (highest dose often 45.5 µM), without a hit: at the top dose activity change, negative = inhibition, hits mostly inhibitors | hit rate 0.21% among 410,000 | AID 624170, 2012; further: on the % scale 0 is the no-effect control and ±100 the full control effect
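Read-out is an Amplex red fluorescence increase coupled through glutamate oxidase and HRP, measured before and after 30 min room-temperature incubation. hKGA is in 45 mM KH2PO4 (pH 8.2) with 0.02% Tween-20; glutamine added as 1mM solution.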
12-LOX inh – Primary qHTS assay for inhibitors of human arachidonate 12S-lipoxygenase (ALOX12): Round 2. purified 12hLO, xylenol orange hydroperoxide absorbance. Potency, µM (doses to about 108 µM), inactives show at the highest dose activity change, negative = inhibition, usual class: inhibitors. hit rate 1.1% among 580,000. AID 1671190, 2021; further: on the % scale 0 is the no-effect control and ±100 the full control effect
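Purified human 12hLO at 150 nM in 25 mM Hepes, 0.01% Triton X-100, pH 7.0, preincubated 15 min at room temperature with compound. Reaction started with 40 uM arachidonic acid, 30 min at room temperature. Hydroperoxide measured by Fe-xylenol orange, 573/405 nm absorbance ratio.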
RGS4 inhibitor – Inhibitors of Regulator of G Protein Signaling (RGS) 4: qHTS | Regulator of G-protein signaling 4 (Homo sapiens), P49798 | hit rate 0.039% among 390,000 | Transcreener GDP fluorescence polarization, RGS4-accelerated GTP hydrolysis | Potency, µM (highest dose often 114 µM), inactives show at the top dose activity change, negative = inhibition, hits mostly inhibitors; further: on the % scale 0 is the no-effect control and ±100 the full control effect; nearly all actives have a fitted effect of over 75% in size; some results filed as inactive show a strong effect at the top dose
Target sequence (P49798 whole entry, looked up): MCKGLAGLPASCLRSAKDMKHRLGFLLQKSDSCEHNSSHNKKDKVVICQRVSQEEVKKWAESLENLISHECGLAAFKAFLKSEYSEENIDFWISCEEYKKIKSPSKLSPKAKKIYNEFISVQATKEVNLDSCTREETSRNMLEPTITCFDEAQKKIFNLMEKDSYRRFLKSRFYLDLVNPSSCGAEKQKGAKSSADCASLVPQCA
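MLSMR compounds (23 nl, pin-transferred) preincubated 10 min at room temperature with a 500nM (2x) first reagent, then RGS4 at 900nM (2x) plus Transcreener GDP mix added; fluorescence polarization (620/688 nm) read before and after 90 min at 30 °C.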
JMJD2A Tudor – qHTS Assay for Inhibitors of JMJD2A-Tudor Domain | Lysine-specific demethylase 4A (Homo sapiens), O75164 | AlphaScreen JMJD2A-Tudor / H3K4me3 peptide binding | Potency, µM (series often up to 114 µM), inactives show at the top dose activity change, negative = inhibition, hits mostly inhibitors | hit rate 4.4% among 390,000; further: on the % scale 0 is the no-effect control and ±100 the full control effect; nearly all actives have a fitted effect of over 50% in size
Pin1 inh – qHTS Assay to Find Inhibitors of Pin1; Peptidyl-prolyl cis-trans isomerase NIMA-interacting 1 (Homo sapiens), Q13526; Pin1 FP peptide displacement, HiFluor488, 10 min; Potency, µM (titrated, usually from 115 µM), without a hit: top-dose activity, negative = inhibition, usual class: inhibitors; hit rate 0.009% among 390,000; active means well fitted inhibition curve with a large enough effect in the polarisation, with a control signal flat, not every such curve was filed as active; inconclusive means small, poorly fitted or top-dose-only effect, or effect the other way, or a change in a side signal; inactive means no such curve, though single readings can be large or run the other way; the % refers to the polarisation; further: on the % scale 0 is the no-effect control and ±100 the full control effect
Target sequence (Q13526 whole entry, looked up): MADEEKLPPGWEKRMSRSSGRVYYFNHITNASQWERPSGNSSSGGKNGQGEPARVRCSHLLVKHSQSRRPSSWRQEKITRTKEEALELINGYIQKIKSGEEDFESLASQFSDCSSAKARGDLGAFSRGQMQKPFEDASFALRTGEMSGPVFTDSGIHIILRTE
HP1b chromo inh – HTS for Inhibitors of HP1-beta Chromodomain Interactions with Methylated Histone Tails. Chromobox protein homolog 1 (Homo sapiens), P83916. AlphaScreen HP1-beta / biotin-H3K9me3 peptide binding. Potency, µM (highest dose often 114 µM), for inactives: at the top dose activity change, negative = inhibition, hits mostly inhibitors. hit rate 0.56% among 390,000; further: nearly all actives have a fitted effect of over 70% in size; inactives centre near 23
Target sequence (P83916 whole entry, looked up): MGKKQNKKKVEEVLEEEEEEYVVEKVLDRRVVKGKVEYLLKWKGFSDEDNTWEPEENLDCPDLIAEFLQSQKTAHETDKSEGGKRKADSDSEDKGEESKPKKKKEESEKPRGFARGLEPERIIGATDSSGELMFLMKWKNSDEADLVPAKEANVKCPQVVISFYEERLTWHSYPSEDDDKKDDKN
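AlphaScreen: HP1-beta (50 nM) preformed 30 min with biotin-H3(1-18)K9me3 peptide (50 nM) in PBS pH 7.4, 0.01% Tween-20. Compound added for 30 min at RT, then streptavidin donor/nickel chelate acceptor beads (10 ug/mL) for 30 min.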
rTrxR1 inhibitor – qHTS Assay for Inhibitors of Mammalian Selenoprotein Thioredoxin Reductase 1 (TrxR1): qHTS. hit rate 1% among 390,000. recombinant rTrxR1, NADPH fluorescence consumption, selenite substrate. Potency, µM (titrated, usually from 114 µM), for inactives: at the highest dose activity change, negative = inhibition, hits mostly inhibitors; further: on the % scale 0 is the no-effect control and ±100 the full control effect; nearly all actives have a fitted effect of over 65% in size
Target sequence (O89049 whole entry, looked up): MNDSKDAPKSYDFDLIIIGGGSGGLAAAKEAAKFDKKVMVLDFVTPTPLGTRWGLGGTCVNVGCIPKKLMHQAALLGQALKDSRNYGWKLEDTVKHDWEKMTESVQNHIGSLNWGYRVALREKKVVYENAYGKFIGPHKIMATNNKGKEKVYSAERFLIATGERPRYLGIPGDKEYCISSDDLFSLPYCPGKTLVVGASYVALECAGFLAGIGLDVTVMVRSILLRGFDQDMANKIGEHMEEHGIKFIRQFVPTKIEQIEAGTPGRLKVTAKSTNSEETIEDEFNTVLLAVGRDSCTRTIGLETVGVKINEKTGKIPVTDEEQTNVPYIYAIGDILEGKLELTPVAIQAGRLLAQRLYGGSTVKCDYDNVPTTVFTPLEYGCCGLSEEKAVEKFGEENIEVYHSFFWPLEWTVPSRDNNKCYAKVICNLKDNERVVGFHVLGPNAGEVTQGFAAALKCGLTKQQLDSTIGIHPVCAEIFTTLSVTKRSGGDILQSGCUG
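Rat TrxR1 (90 nM in the dispensed reagent) was pre-reduced with 400 uM NADPH for 5 min at room temperature, then incubated with compound for 15 min. After 400 uM selenite was added, NADPH fluorescence (Ex 340/Em 450 nm) was followed for 8 min.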
Tb PGK inh – qHTS Assay to Find Inhibitors of Phosphoglycerate Kinase | PGK/GAPDH coupled, Kinase-Glo luminescence, 60 min | Potency, µM (titrated, usually from 57.5 µM), without a hit: top-dose activity change, negative = inhibition, most hits filed as inhibitors | hit rate 0.043% among 380,000; further: on the % scale 0 is the no-effect control and ±100 the full control effect; nearly all actives have a fitted effect of over 60% in size
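Luminescent ATP detection (Kinase-Glo Plus) follows a 60-minute room-temperature incubation, with wells lacking PGK as controls. Buffer: 100 mM TEA (pH 7.6), 5 mM MgCl2, 0.01% Tween-20. Coupling enzyme GAPDH (100 nM final) supplies unstable 1,3-BPG in-well.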
ERG Ets-DNA blk – qHTS for Small Molecule Inhibitors of the ERG Ets/DNA interaction; hit rate 0.028% among 370,000; fluorescence polarization, His-ERG Ets domain / labelled DNA; Transcriptional regulator ERG (Homo sapiens), P11308; AID 624246, 2012; Potency, µM (series often up to 76.9 µM), for the others: at the top dose FP activity, negative = inhibition, actives largely listed as inhibitors; active means well fitted inhibition curve with a large enough effect in the polarisation, with a control signal flat; inconclusive means small, poorly fitted or top-dose-only effect, or effect the other way, or a change in a side signal; inactive means no such curve, though single readings can be large or run the other way; the % refers to the polarisation;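 further: polarization taken with two DNA probes labelled with fluorescein and Texas red; % of control where 0% means no effect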
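His-tagged ERG Ets domain (1 uM in the protein solution; 300mM KCl, 50mM Tris-HCl, 1mM EDTA, 1mM DTT, pH 7.5) received compound, then a probe mix of 5 nM fluorescein-DNA and 100nM Texas-615-DNA. Fluorescence polarization was read for both dyes.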
* hit, by the source's call; i = inactive; u = inconclusive; x = no result given; [ ] = another dose, or the depositor's remark. Unless noted, the call rests on the fitted dose curve; in most records, active means well fitted curve in the direction sought with a large enough effect; inconclusive means small, poorly fitted or top-dose-only effect, or another doubt; inactive means no such curve, though single readings can be large; an effect the other way counts as inactive or inconclusive. Potency means the concentration at half of the fitted maximal effect. Not all compounds are listed. The share of hits here may be higher or lower than overall.

[1] O=C(NC1CCCC1)C(c1ccncc1)N(C(=O)c1csnn1)C1CCCC1 (centres undefined)
[2] O=C1c2ccccc2C(=O)N1CCc1nc(-c2ccccn2)no1
[3] Cc1nc(SCC(=O)NCC2COc3ccccc3O2)c2c(C)c(C)sc2n1 (centres undefined)
[4] Cc1ccc(-c2nc3sc(C#N)c(N)n3c(=O)c2C#N)cc1
[5] CCC(Oc1ccccc1)C(=O)Nc1ccc(C)c(S(=O)(=O)N2CCOCC2)c1 (centres undefined)
[6] COc1ccc(CNC(=O)Oc2ccccc2)cc1Cl
[7] Cc1cccc2cc(COC(=O)C(C)C)c(=O)[nH]c12
[8] O=C1OCCC1Sc1ncnc2sccc12 (centres undefined)
Screen / compound no. | 1 | 2 | 3 | 4 | 5 | 6 | 7 | 8
GLS inh | -5% | 0% | 4% | -6% | -3% | 0% | 8% | 2%
12-LOX inh | -11% | 23% | 10% | 0% | 1% | 0% | 6% | 0%
RGS4 inhibitor | -27% | -3% | -4% | u | -8% | -14% | -9% | -8%
JMJD2A Tudor | 1% | -7% | -11% | -5% | -16% | 9% | -6% | -6%
Pin1 inh | -8% | -3% | 19% | u | 0% | 0% | u | -5%
HP1b chromo inh | 38% | 9% | 49%[activator] | 54%[activator] | 9% | 43% | 29% | 28%
rTrxR1 inhibitor | 4% | 4% | 15%[57.1 µM] | 12% | -5% | 1%[57.1 µM] | -3% | 23%[57.1 µM]
Tb PGK inh | i | -8% | -4% | i | -3% | -8% | 0% | 0%
ERG Ets-DNA blk | -3% | -4% | 4% | -4% | 7% | 4% | 0% | 0%

[9] COC(=O)C(NC(=O)c1ccccc1C(=O)O)c1ccc2ccccc2c1 (centres undefined)
[10] O=[N+]([O-])c1ccccc1/C=N/Nc1nccnc1Cl
[11] O=S(=O)(Nc1cccc(-c2ccc3nncn3n2)c1)c1cc(F)ccc1F
[12] O=C(c1c[nH]c(C(=O)C(Cl)(Cl)Cl)c1)c1c(F)cccc1F
[13] NC(=O)c1ccc(N=C2C(=O)Nc3ccc([N+](=O)[O-])cc32)cc1
[14] O=C(c1ccc(C(F)(F)F)cc1)N1CCC(=O)N(C(COCc2ccc(C(F)(F)F)cc2)Cc2ccccc2)CC1 (centres undefined)
[15] COc1ccccc1NC(=S)N1CC(C)OC(C)C1 (centres undefined)
[16] CS/C(=N\S(=O)(=O)c1ccc(Cl)cc1)c1ccccc1
Screen / compound no. | 9 | 10 | 11 | 12 | 13 | 14 | 15 | 16
GLS inh | -4% | 24% | 5% | u | 0% | -6% | 11% | 35%[activator]
12-LOX inh | -3% | 0% | 0% | -8% | -20% | -28% | -3% | -10%
RGS4 inhibitor | -14% | -4% | 3% | -65%[56.9 µM] | -9% | -12% | 13% | 9%
JMJD2A Tudor | -3% | u | -6% | 22µM* | -16% | -5% | -7% | -2%
Pin1 inh | -8% | -5% | 4% | -7% | 8% | 6% | -6% | 0%
HP1b chromo inh | 60%[activator] | -5% | 5% | 3% | 12% | 44%[activator] | 26% | 28%
rTrxR1 inhibitor | 9% | 13% | 12% | 33%[activator] | u | 0% | 1% | 8%
Tb PGK inh | i | -12% | 0% | -1% | -8% | i | x | -6%
ERG Ets-DNA blk | 0% | 12% | 0% | 7% | -1% | 7% | -3% | 2%

[17] Cc1cc(C)c(S(=O)(=O)Nc2nnc(CC(C)C)s2)c(C)c1
[18] NC1=C(O)C(=O)C(c2ccccc2)O1 (centres undefined)
[19] CCOC(=O)c1cnc(-n2nc(C)cc2C)nc1N1CCOCC1
[20] CC(=O)Nc1c(-c2ccc(F)cc2)nc2ccccn12
[21] CC1(C)C(=O)Nc2ccccc2N1C(=O)COC(=O)c1cccs1
[22] Cc1ccsc1CN(C)CC(=O)NCC(=O)Nc1ccc(F)cc1
[23] O=c1[nH]c2ccc(S(=O)(=O)Nc3ccc(Cl)cc3)cc2o1
[24] CCOC(=O)C1=C(N)n2c(s/c(=C\c3ccncc3)c2=O)=C(C(=O)OCC)C1c1ccncc1 (centres undefined)
Screen / compound no. | 17 | 18 | 19 | 20 | 21 | 22 | 23 | 24
GLS inh | 33%[activator] | u | 1% | 18% | 125%[activator] | -5% | -7% | 9%
12-LOX inh | -18% | u | -19% | -5% | u | 247%[activator] | u | -10%
RGS4 inhibitor | 10% | -11% | -25% | 7% | 21% | 2% | 2% | -32%
JMJD2A Tudor | -10% | 4% | -5% | -4% | u | -5% | -8% | -33%
Pin1 inh | 3% | -7% | -4% | 10% | -15% | 4% | -9% | 3%
HP1b chromo inh | 54%[activator] | 0% | 17% | 33%[activator] | -4% | 10% | 57%[activator] | 11%
rTrxR1 inhibitor | 12% | -9% | 10%[57.1 µM] | 0% | 3%[57.1 µM] | 8% | 17% | 8%[57.1 µM]
Tb PGK inh | i | -3% | -3% | -8% | -3% | 7% | -5% | -6%
ERG Ets-DNA blk | -4% | 0% | 3% | -4% | 6% | 6% | -4% | -4%

The closing 3 records of the section above come first, to join the parts:
[22] Cc1ccsc1CN(C)CC(=O)NCC(=O)Nc1ccc(F)cc1
[23] O=c1[nH]c2ccc(S(=O)(=O)Nc3ccc(Cl)cc3)cc2o1
[24] CCOC(=O)C1=C(N)n2c(s/c(=C\c3ccncc3)c2=O)=C(C(=O)OCC)C1c1ccncc1 (centres undefined)
[25] O=C(NNC(=O)c1c(F)cccc1F)c1ccccc1OC(F)(F)F
[26] NC(=O)C1CCN(c2oc(/C=C/c3ccccc3)nc2S(=O)(=O)c2ccccc2)CC1
[27] O=C(CSc1nnc(-c2ccccn2)n1Cc1ccco1)c1ccc(-c2ccccc2)cc1
[28] CC(C)N1CCN(c2ccc(S(=O)(=O)N3CCOCC3)cn2)CC1
[29] O=C(O)CC(NC(=O)c1sc2ccccc2c1Cl)c1ccc(OC2CCCC2)cc1 (centres undefined)
[30] COc1cccc(CCNC(=O)c2ccc(Cn3c(SCc4ccccc4)nc4cccnc43)cc2)c1
[31] CC1CCCCC1NC(=O)COC(=O)c1ccc2ccccc2n1 (centres undefined)
[32] CCC(=O)N1CCCc2cc(S(=O)(=O)N3CCC(C(=O)Nc4ccc(C#N)cc4)CC3)ccc21
Screen / compound no. | 22 | 23 | 24 | 25 | 26 | 27 | 28 | 29 | 30 | 31 | 32
GLS inh | -5% | -7% | 9% | 6% | -2% | -15% | 19% | 1% | 0% | -2% | -13%
12-LOX inh | 247%[activator] | u | -10% | 33%[activator] | -23% | -7% | 15% | -23% | -6% | 0% | -55%
RGS4 inhibitor | 2% | 2% | -32% | -12% | 61%[activator] | -46% | 6% | -9% | 27% | 4% | -3%
JMJD2A Tudor | -5% | -8% | -33% | -5% | -7% | -31% | -10% | -23% | -13% | -5% | -15%
Pin1 inh | 4% | -9% | 3% | -2% | -1% | 50%[activator] | -1% | -10% | 61%[activator] | 22% | 8%
HP1b chromo inh | 10% | 57%[activator] | 11% | 11% | 2% | 5% | 18% | 15% | 35% | 43%[activator] | 1%[57 µM]
rTrxR1 inhibitor | 8% | 17% | 8%[57.1 µM] | 0%[57.1 µM] | 7% | u | 38% | 24%[57.1 µM] | 26% | 10% | -16%[57.1 µM]
Tb PGK inh | 7% | -5% | -6% | 8% | -5% | i | -10% | -9% | 9% | -5% | -6%
ERG Ets-DNA blk | 6% | -4% | -4% | 6% | -5% | 5% | 5% | -2% | 0% | 7% | 4%

[33] COc1ccc(C(c2nnnn2CC2CCCO2)N2CCC(C(N)=O)CC2)cc1 (centres undefined)
[34] O=C(O)CC(C(=O)O)n1nc(-c2ccccc2)cc1-c1ccccc1 (centres undefined)
[35] O=C(O)c1ccccc1NN=C1CCCCC1
[36] CCC(C)NC(=O)c1c(-c2ccccc2)c(-c2ccccc2)nn(C)c1=O (centres undefined)
[37] CN1CCN(C(=O)C2=C[C@@H](c3csc4ccccc34)C[C@@H](OCc3ccc(CO)cc3)O2)CC1
[38] Cc1csc(NC(=O)Cc2c(F)cccc2Cl)n1
[39] O=S(=O)(c1ccc(F)cc1)N1CCN(C(=S)NC2CC2)CC1
Screen / compound no. | 33 | 34 | 35 | 36 | 37 | 38 | 39
GLS inh | -9% | 3% | u | 8% | -3% | -1% | -3%
12-LOX inh | 0% | -21% | 14% | -26% | 0% | 0% | u
RGS4 inhibitor | 9%[11.4 µM] | -20% | -19% | -26% | 7% | 2% | -49%
JMJD2A Tudor | -6%[57.1 µM] | u | u | -1% | -30% | -14% | -15%
Pin1 inh | -5% | -8% | 0% | 0% | 0% | -1% | 0%
HP1b chromo inh | 38% | 47%[activator] | 7% | 41%[activator] | 12% | 32% | 56%[activator]
rTrxR1 inhibitor | 11%[57.1 µM] | 10% | 6%[57.1 µM] | 11% | 8% | 26% | 27%
Tb PGK inh | -10% | -19% | -3% | -4% | 4% | -6% | -4%
ERG Ets-DNA blk | -9% | 7% | -19% | -5% | -10% | -8% | 14%
